From PubChem BioAssay
NLRP3 yeast inh: blocks the NALP3 inflammasome reconstituted in yeast | 330,000 compounds, 0.39% hits | inhibition, % at 10 µM | Yeast reconstituted NLRP3/ASC/caspase-1, beta-gal luminescence, 24 h;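 active = inhibition of 50% or more; inactive = inhibition below 50%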;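 note: plate controls were induced DMSO wells for no effect and uninduced yeast grown without galactose for full effect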
APJ agonist: activates the human apelin receptor APJ. P35414. CHO-K1 APJ PathHunter beta-arrestin, luminescence; 0% DMSO wells, 100% apelin. activation, % at 20 µM. 330,000 compounds, 0.11% hits. AID 2520;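 active = activation more than six SD over the plate average, tested at 20 µM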;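 note: 0% = DMSO alone and 100% = apelin-13 at 10 nM; some results filed as inactive read as strong as hits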
Target sequence (P35414 whole entry, looked up): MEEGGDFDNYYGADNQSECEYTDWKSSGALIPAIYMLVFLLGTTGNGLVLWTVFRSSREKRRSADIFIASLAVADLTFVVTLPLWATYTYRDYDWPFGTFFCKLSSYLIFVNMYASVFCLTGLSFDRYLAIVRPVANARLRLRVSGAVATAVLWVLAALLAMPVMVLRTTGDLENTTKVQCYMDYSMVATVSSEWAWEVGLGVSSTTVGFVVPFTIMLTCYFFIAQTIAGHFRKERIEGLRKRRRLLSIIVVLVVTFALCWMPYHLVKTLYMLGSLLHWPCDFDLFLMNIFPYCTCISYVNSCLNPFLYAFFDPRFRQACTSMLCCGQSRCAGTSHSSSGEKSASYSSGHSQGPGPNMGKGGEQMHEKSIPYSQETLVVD
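Assay system: engineered CHO-K1 APJ arrestin reporter cells; Amount: 1000 CHO-K1 reporter cells seeded per well; Dosing: one dose, 20 µM compound, 1% DMSO; Times: compound stimulation 90 min at 25 °C, detection 60 min; Measured by: luminescent beta-gal fragment complementation, chemiluminescent substrate; Read-out: APJ–arrestin association signal; Controls: DMSO vs Apelin-13 10 nM.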
GRIN3A LBD mod: modulators (binders) of human NR3A ligand-binding domain. NR3A LBD differential scanning fluorimetry, Tm shift; 0% = protein alone, 100% = glycine-bound protein. Tm shift relative to glycine control, % at 25 µM. 340,000 compounds, 2.5% hits. AID 1259313;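 active = melting temperature shift of at least 10% of the positive control shift, at one fixed dose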
TIM10 inh: inhibits growth of TIM10 yeast strain | S. cerevisiae TIM10 strain growth, BacTiter-Glo luminescence, 24 h | inhibition, % at 10 µM | 330,000 compounds, 1.4% hits | AID 463195;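 active = inhibition of 40% or more at the single tested concentration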;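 note: wild-type TIM10 isogenic control strain grown at permissive 25 °C; 0% = DMSO yeast wells and 100% = minimal medium wells without yeast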
UPR XBP1 act: adaptive UPR (XBP1) activation; activation, % at 20 µM; 330,000 compounds, 0.33% hits; CHO-XBP1 luciferase reporter, IRE1-XBP1 UPR activation, luminescence; percent of tunicamycin response, DMSO as zero;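 active = versus positive control, 20 µM dose yields 30% or more activation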;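 note: 100% = tunicamycin at 10 µg/mL and 0% = DMSO only wells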
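assay system = CHO-XBP1 luciferase reporter cells | amount = 1000 cells/well | buffer or medium = F12 plus 10% FBS | compound dosing = single point, 20 µM final compound, 1% DMSO | incubation = 16-18 h cell attachment at 37 °C, then 6 h compound exposure | detection = Steady-Glo luminescence read | controls = tunicamycin 10 µg/mL and vehicle-only wells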
tim23-1 inh: tim23-1 yeast growth inhibition; S. cerevisiae tim23-1 growth, BacTiter-Glo luminescence, 24 h; inhibition, % at 20 µM; 330,000 compounds, 1.3% hits; AID 463212;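 active = growth inhibition of the mutant yeast at or above 50%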;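 note: temperature-sensitive mutant grown at 25 °C; plate controls were DMSO-treated mutant yeast for no effect and medium wells lacking yeast for full effect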
Mdm2-MdmX inh: human Mdm2/MdmX binding inhibition; O15151+Q00987; SaOS-2 split-luciferase Mdm2/MdmX complementation, luminescence; inhibition, % at 8 µM; 330,000 compounds, 3% hits; AID 485346;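 active = inhibition of at least 50% at 8 µM in the primary screen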
tim10-1 inh: inhibits growth of tim10-1 mutant yeast; S. cerevisiae tim10-1 ts strain growth, BacTiter-Glo, 24 h; inhibition, % at 20 µM; 330,000 compounds, 2.2% hits;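 active = inhibition of at least 40%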;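 note: mutant grown at 25 °C; 0% = DMSO wells with yeast and 100% = wells holding no yeast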
UPR CHOP act: activators of apoptotic arm of unfolded protein response (CHOP). CHO-CHOP luciferase reporter, UPR activation, luminescence; percent of tunicamycin response over DMSO baseline. activation, % at 10 µM. 330,000 compounds, 0.34% hits. AID 449763;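 active = at 10 µM dose, activation of 40% or more, normalized to positive control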;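 note: 100% = tunicamycin at 10 µg/mL and 0% = DMSO alone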
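assay system = CHO CHOP reporter cells | amount = 500 CHO-CHOP cells per well | buffer or medium = F12 with 10% FBS | incubation = 16-18 h cell attachment, then 6 h compound exposure, 37 °C | detection = luminescence read with Steady-Glo | read-out = percent activation relative to tunicamycin control | controls = tunicamycin high control, DMSO low control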
* = called active by the depositor.

Structure	APJ agonist	tim10-1 inh	NLRP3 yeast inh	UPR XBP1 act	tim23-1 inh	Mdm2-MdmX inh	GRIN3A LBD mod	TIM10 inh	UPR CHOP act
Cc1ccc(OC/C(O)=C(\C#N)c2nc3ccccc3s2)cc1	0	-4	24	0	0	11	6	10	-1.9
COc1ccc(-n2c(COc3ccc(Cl)cc3)nnc2SCc2ccc(C#N)cc2)cc1	-6	40	14	-2	23	41	0	23	8.8
COc1ccc(C(CCN2CCOCC2)c2c(O)cc(OC)cc2OC)cc1 (stereo not given)	-4	25	6	3	-9	9	1	-5	-1.7
COc1ccccc1NS(=O)(=O)c1ccc(C)c(NS(=O)(=O)c2cc(C(=O)O)cc(C)c2C)c1	-4	-9	-2	-4	-8	13	4	8	0.7
O=C(CN1C(=O)c2ccccc2S1(=O)=O)NCc1ccccc1	-2	-5	12	-2	0	14	0	-6	0.4
Cc1ccccc1NC(=O)Cn1c(NCC(C)O)nc2ccccc21 (stereo not given)	-2	18	14	-1	21	-11	0	-3	-2.6
CC1(C)N=C(C(=O)c2ccccc2)N(O)C1(C)O (stereo not given)	-3	14	11	-2	13	15	1	16	2.1
CCNS(=O)(=O)c1ccc(CCC(=O)NC2CCCC2)cc1	-3	-2	-16	0	5	-13	-2	-19	-0.8
Cc1cccc(OCCn2cc(/C=N/NC(=O)c3ccncc3)c3ccccc32)c1	4	32	11	5	35	-10	-15	26	2.3
Cc1cccc(N2CCN(C(=O)c3ccc(N4CCCC4=O)cc3)CC2)c1C	-3	45*	3	1	5	25	-1	42*	-1.4
O=S(=O)(c1ccc2c(c1)CCN2)N1CCCC1	-2	15	-56	3	9	-19	0	6	-0.3
CC[C@@H]1CN(C)[C@H]2Cc3c([nH]c4ccccc34)C(=O)C[C@@H]1[C@@H]2C(=O)OC	-1	12	15	1	11	21	-5	1	1.5
CCN1CCN(CCCNC(=O)CCC(=O)N2CCOc3ccc(Cl)cc32)CC1	-2	-1	-1	-1	10	-7	-4	0	1.2
O=C(Cn1c2ccccc2c(=O)c2cc([N+](=O)[O-])ccc21)Nc1ccccc1Cl	-5	27	4	118*	-11	53*	18*	5	29
Cc1cccc(C(=O)NCC(=O)N2CCCC2)c1	0	-2	3	-4	-1	-24	4	-10	3.3
O=C(CCc1ccc(S(=O)(=O)N2CCOCC2)cc1)Nc1nc(COc2ccccc2)cs1	-2	-1	3	1	21	10	-1	-16	3.0
CCN1CCN(c2ccc(S(=O)(=O)N3CCCC3)cn2)CC1	-1	4	-6	-1	4	-4	-1	21	-1.9
COc1ccc(C(C)(C)C)cc1NC(=O)c1ccc[n+]([O-])c1	0	0	17	-3	-4	-21	2	11	-0.5
c1ccc(CCc2nn3c(Cc4ccccc4)nnc3s2)cc1	-6	33	-57	0	38	-20	2	13	0.1
COc1cccc(C(=O)N=c2sc3c(C)ccc(OC)c3n2C)c1	2	-5	3	9	-4	-20	12*	5	7.6
Cc1ccc(N2CCN(CC(O)COC3CCCCC3)CC2)cc1 (stereo not given)	-4	20	20	0	-181	12	1	-10	-1.5
COC(=O)C1=C(C)NC(=O)NC1c1ccc2ccccc2c1 (stereo not given)	3	2	16	-5	13	-5	0	-11	3.8
Cc1cc(N2CCOCC2)nc2ccc(NC(=O)CCC(=O)N3CCN(c4ccc(F)cc4)CC3)cc12	4	19	17	-2	21	12	1	-4	3.1
CCCS(=O)(=O)N1CCCC(C(=O)NCCCN(Cc2ccccc2)C(C)C)C1 (stereo not given)	-2	5	-1	0	4	-6	0	-6	-1.5
CCC1CCCCN1C(=O)c1ccc([N+](=O)[O-])o1 (stereo not given)	3	54*	28	-2	44	7	2	38	-0.6
N#CC1(c2ccccc2)CCCN1C(=O)c1ccco1 (stereo not given)	-2	2	6	-1	2	-13	3	4	-1.9
Cc1occc1C(=O)NNC(=S)Nc1cccc([N+](=O)[O-])c1	-5	-1	-11	-2	1	20	-7	-12	4.6
Cc1c(-c2nnc(SCC(=O)O)n2-c2ccccc2Br)nnn1-c1ccccc1	-2	10	10	2	19	-3	0	18	0.7
C=CCn1c(=O)c2ccccc2n2c(SCC(=O)Nc3sc(C(=O)N(CC)CC)c(C)c3C(=O)OCC)nnc12	-1	6	1	1	6	4	-4	6	0.5
N/C(CC(=O)NCCOc1ccccc1)=N\O	-3	22	16	-3	13	-6	3	10	0.6
CN(C)Cc1c(C(=O)N/N=C/CCc2ccccc2)nnn1-c1nonc1N	0	8	13	0	7	-2	1	-8	-1.6
Cc1ccc(-c2nc(CSCC(=O)NCCCN3CCOCC3)c(C)o2)cc1	-3	-1	24	0	6	20	-1	-6	-1.2
O=C(CN1C(=O)c2cccc3cccc1c23)NCc1cccnc1	1	9	5	0	14	30	4	4	2.6
Cc1cccc(NC(=O)CCSc2nncn2C)c1	-1	4	17	-1	19	-12	-1	-4	-1.6
CCN1CCN(c2ccc([N+](=O)[O-])cc2S(=O)(=O)N2CCOCC2)CC1	-3	-6	7	-1	3	-2	6	-2	-1.8
CCOC(=O)c1sc(NC(=O)c2sc(C)nc2C)nc1C	-4	17	18	10	25	-22	4	23	4.6
CCOC(=O)CSc1nnc(-c2ccc(S(=O)(=O)NCc3cccs3)cc2)o1	1	24	2	-4	23	-2	1	17	-1.9
C[C@H](CO)N1C[C@H](C)[C@@H](CN(C)S(=O)(=O)c2cccs2)Oc2c(NC(=O)Cc3ccccc3)cccc2C1=O	-3	16	1	4	13	-14	-2	-2	0.6
CCN1CCN(c2ccc(NC(=O)c3cccc(S(=O)(=O)N4CCCC4)c3)cc2)CC1	1	4	6	0	0	-11	0	-7	1.5
CCC(=O)NC1(C(F)(F)F)C(=O)NC(C)=C1C#N (stereo not given)	7	10	-2	-3	4	8	4	-11	-1.1
COc1ccc(Cl)cc1NC(=O)CN(C)C(=O)c1ccc(-n2cncn2)cc1	-4	6	3	-4	12	19	1	3	-0.3
COc1cccc(-c2cc(=O)c3cc(NC(=O)c4ccccc4)ccc3[nH]2)c1	-3	-1	-3	19	9	59*	26*	4	0.1
Cc1ccc(S(N)(=O)=O)cc1NC(=O)/C=C/c1cccs1	0	-6	6	-2	13	-8	-5	-8	1.1
CCC1=C(OC(=O)N(CC)CC)N2C(=O)OC(=NCc3ccccc3)[C@]2(C)[C@H]2C1=CC[C@H]1C(=O)N(c3ccccc3)C(=O)[C@H]12	8	8	8	0	10	5	0	10	0.4
COc1ccc(Oc2coc3cc(O)ccc3c2=O)cc1	-2	2	14	-4	1	6	1	1	0.0
COCCn1c(=N)c(C(=O)NCc2ccco2)cc2c(=O)n3ccccc3nc21	-6	16	15	-1	5	8	0	4	-1.9
Cc1c(NC(=O)CCSCCc2ccccn2)cccc1[N+](=O)[O-]	-1	20	16	1	19	-11	-3	-11	-0.8
NNC(=S)Nc1ccc(OC(F)(F)F)cc1	-7	18	22	-2	18	-5	-2	11	-2.1
CCOCC(=O)Nc1ccc(S(=O)(=O)Nc2nccs2)cc1	-2	-1	16	-1	-3	-2	0	-8	2.4
Cc1ccc(-n2c(SCC(N)=O)nnc2-c2ccccn2)cc1	0	3	-8	2	1	17	1	-3	0.0
Cn1c(-c2ccc(F)cc2)cnc1SCC(=O)N1CCCc2ccccc21	-2	27	-2	-4	43	6	-3	14	-0.9
c1ccc(Cn2c[n+](Cc3ccccc3)cn2)cc1	1	6	18	-3	14	-13	0	-28	0.1
COCCNC(=S)N/N=C/c1ccc([N+](=O)[O-])cc1	-2	17	-5	1	-10	9	0	-28	-1.4
COc1cccc(C2CC(C(F)(F)F)n3ncc(C(=O)O)c3N2)c1 (stereo not given)	-1	4	7	-4	16	5	2	-10	-2.0
C/C(=N/N1CCN(Cc2ccccc2)CC1)c1ccc(Br)cc1	-1	-9	11	-2	-8	-11	1	-9	-0.2
Cc1oc2c(CN3CCCCC3)c(O)ccc2c(=O)c1-c1ccc(Br)cc1	-4	36	4	-1	26	-3	-4	10	0.4
CCOC(=O)c1c(NC(=O)CC(C)C)sc(C(C)=O)c1C	-5	13	23	0	3	17	0	-26	-0.4
CCCc1nnc(SCC(=O)N(CC)CC)n1CC1CCCO1 (stereo not given)	-3	1	15	-1	-3	-20	-3	2	0.7
COc1cc(S(=O)(=O)N2CCOCC2)ccc1NC(=O)c1cc2c(s1)CCC2	-2	25	22	-5	15	27	-2	10	-3.0
COc1ccc(OC)c(NC(=O)C23CC4CC(C2)CC(n2cnc(Br)n2)(C4)C3)c1	-2	31	10	0	34	11	-1	26	1.3

Some entries already given, limited to tim23-1 inh:
SMILES,tim23-1 inh
Cc1oc2c(CN3CCCCC3)c(O)ccc2c(=O)c1-c1ccc(Br)cc1,26
CCOC(=O)c1c(NC(=O)CC(C)C)sc(C(C)=O)c1C,3
CCCc1nnc(SCC(=O)N(CC)CC)n1CC1CCCO1 (stereo not given),-3
COc1cc(S(=O)(=O)N2CCOCC2)ccc1NC(=O)c1cc2c(s1)CCC2,15

(further entries)
Structure	APJ agonist	tim10-1 inh	NLRP3 yeast inh	UPR XBP1 act	tim23-1 inh	Mdm2-MdmX inh	GRIN3A LBD mod	TIM10 inh	UPR CHOP act
CN1CCN(Cc2c(O)ccc3cc(-c4ccccn4)c(=O)oc23)CC1	-6	-5	9	0	13	15	1	8	-0.8
COc1ccc(NC(=O)c2cc(OC)c(OC)cc2OC)c(S(=O)(=O)N2CCOCC2)c1	2	-3	14	1	-12	15	-1	-11	1.3
Cn1nnc(NC(=O)c2ccco2)n1	-2	9	10	1	12	14	1	19	-1.0
COc1ccc2[nH]cc(CCNC(=O)C3CC(=O)N(c4ccc(Cl)cc4)C3)c2c1 (stereo not given)	1	7	9	-3	10	-1	-10	0	-1.8
CC(C)Oc1ccc(/C(O)=C2/C(=O)C(=O)N(CCN3CCNCC3)C2c2ccc(C(C)C)cc2)cc1 (stereo not given)	-3	16	5	-2	10	-17	1	-2	-0.4
O=C1CCN(Cc2ccc([N+](=O)[O-])cc2)CCN1CCO	-4	-25	15	1	-8	-26	-1	4	0.4
COc1ccccc1C(CNC(=O)COc1cc(C)ccc1Cl)N1CCCC1 (stereo not given)	-7	18	14	-2	0	21	-2	12	0.1
Nc1nnc(-c2ccc(Cl)c([N+](=O)[O-])c2)s1	0	-12	22	-5	5	8	-3	3	2.3
Cc1ccn2c(=O)nc(SCC(=O)N3CCCC3)nc2c1	1	-2	2	0	2	-4	3	-2	-0.4
